Assay outcomes from PubChem.
MsrA inhibitor: bovine MsrA enzyme inhibitors, primary screen, biochemical, absorbance, HTS; Methionine sulfoxide reductase A (Bos taurus); purified bovine MsrA, absorbance read-out; inhibition, % at 15.5 µM; 360,000 compounds, 0.75% hits; AID 651718, 2012; in the data active means inhibition above about 4.5%;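 further: 0% = vehicle wells with enzyme and 100% = reference inhibitor wells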
Rpn11 inh: Rpn11 (PSMD14) deubiquitinase inhibitors, primary screen, biochemical, fluorescence polarization, uHTS; 26S proteasome non-ATPase regulatory subunit 14 (Homo sapiens), O00487; human 26S proteasome, Ub4-pepOG fluorescence polarization; 20S core pre-blocked with epoxomicin; calls only at 20 µM; 360,000 compounds, 0.59% hits; AID 588493, 2011;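 active means inhibition at 20 µM, scaled to each plate's controls, above about 33%, limit read from the data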
STEP block: STEP phosphatase inhibitors, primary screen, biochemical, fluorescence intensity, uHTS; Tyrosine-protein phosphatase non-receptor type 5 (Homo sapiens), P54829; inhibition, % at 20 µM; recombinant STEP, OMFP fluorogenic substrate; 360,000 compounds, 0.25% hits;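 active means inhibition at 20 µM, scaled per plate between control wells, above about 37%, limit read from the data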;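 further: 0% = DMSO with enzyme and substrate and 100% = substrate only without enzyme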
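System: STEP phosphatase, cell-free reaction; Buffer or medium: Bis-Tris pH 6.0 buffer with DTT, detergent; Incubation: 20 min at room temperature, dark; Measured by: fluorescence, 480/540 nm.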
TbMetRS inhib: T. brucei MetRS inhibitors, primary screen, biochemical, luminescence. methionyl-tRNA synthetase (Trypanosoma brucei brucei). purified T. brucei MetRS, ATP depletion, Kinase-Glo luminescence. inhibition, % at 11.9 µM. 360,000 compounds, 0.4% hits. AID 624268, 2012;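 active means inhibition above a per-plate cutoff of the control wells' mean inhibition plus 3 SD, cut at about 5.5% in these data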;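 further: 0% = DMSO wells median and 100% = median of wells with control inhibitor compound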
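Test system – parasite MetRS enzyme · Reagent – substrates ATP, L-methionine and bulk Escherichia coli tRNA · Doses – 11.9 µM compound single dose, 0.9% DMSO · Times – 15 min enzyme-compound preincubation, 2 h reaction, 10 min detection, 25 °C · Signal – Kinase-Glo luminescence, ATP depletion format · Controls – DMSO-only wells as low control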
SUMO1-SIM PPI: modulators of SUMO1 protein-protein interactions, primary screen, biochemical, uHTS | 360,000 compounds, 0.33% hits | inhibition, % at 20 µM | AID 602429, 2012 | SUMO1 binding to a labelled peptide, TR-FRET, 1 h | Small ubiquitin-related modifier 1 (Homo sapiens), P63165; in the data active means inhibition above about 37%
NadD inh: inhibitors of S. aureus NadD, primary screen, biochemical, colorimetric, uHTS; Nicotinate-nucleotide adenylyltransferase NadD (Staphylococcus aureus N315); purified NadD enzyme, colorimetric absorbance read-out; inhibition, % at 20 µM; 360,000 compounds, 0.78% hits; AID 602399, 2012; in the data active means inhibition above about 26%; further: some compounds past the cut are filed as inactive
DNMT1 block: human DNMT1 methyltransferase inhibitors, primary screen, biochemical, molecular beacon, fluorescence, HinP1I cleavage, uHTS; DNA (cytosine-5)-methyltransferase 1 (Homo sapiens), P26358; inhibition (reported as % activation of signal), % at 10 µM; AID 588458, 2011; 360,000 compounds, 0.83% hits; in the data active means inhibition above about 50%
Target sequence (P26358 504-1616 limits assumed): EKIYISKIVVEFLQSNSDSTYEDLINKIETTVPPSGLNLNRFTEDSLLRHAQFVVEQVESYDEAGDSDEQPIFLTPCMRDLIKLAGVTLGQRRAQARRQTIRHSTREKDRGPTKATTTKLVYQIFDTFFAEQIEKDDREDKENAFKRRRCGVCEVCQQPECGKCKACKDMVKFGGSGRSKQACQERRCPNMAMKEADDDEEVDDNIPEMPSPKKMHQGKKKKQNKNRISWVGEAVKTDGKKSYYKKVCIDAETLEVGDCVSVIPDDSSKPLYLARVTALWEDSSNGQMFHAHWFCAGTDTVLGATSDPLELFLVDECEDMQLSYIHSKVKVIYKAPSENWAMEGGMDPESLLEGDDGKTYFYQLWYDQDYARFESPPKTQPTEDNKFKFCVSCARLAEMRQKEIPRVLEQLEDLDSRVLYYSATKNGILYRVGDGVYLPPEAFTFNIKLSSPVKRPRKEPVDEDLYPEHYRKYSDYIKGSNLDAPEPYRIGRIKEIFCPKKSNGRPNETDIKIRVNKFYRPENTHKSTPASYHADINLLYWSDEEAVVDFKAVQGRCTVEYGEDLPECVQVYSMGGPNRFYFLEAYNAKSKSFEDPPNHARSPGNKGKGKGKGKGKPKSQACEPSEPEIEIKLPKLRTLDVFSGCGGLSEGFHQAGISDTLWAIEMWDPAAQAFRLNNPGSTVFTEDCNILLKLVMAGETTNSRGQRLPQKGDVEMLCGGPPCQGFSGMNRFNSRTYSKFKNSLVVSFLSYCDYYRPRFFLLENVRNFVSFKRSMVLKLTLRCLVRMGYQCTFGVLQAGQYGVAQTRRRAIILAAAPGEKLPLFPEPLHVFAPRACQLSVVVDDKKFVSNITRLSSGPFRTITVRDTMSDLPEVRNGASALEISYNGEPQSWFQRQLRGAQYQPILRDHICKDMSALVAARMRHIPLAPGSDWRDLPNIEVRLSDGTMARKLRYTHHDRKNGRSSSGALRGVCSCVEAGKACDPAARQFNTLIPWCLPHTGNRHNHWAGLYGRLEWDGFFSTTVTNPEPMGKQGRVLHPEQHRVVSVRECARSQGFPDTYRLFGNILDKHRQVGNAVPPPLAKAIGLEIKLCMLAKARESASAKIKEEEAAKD
LMPTP block: LMPTP phosphatase inhibitors, primary screen, biochemical, fluorescence intensity, uHTS; Low molecular weight phosphotyrosine protein phosphatase (Homo sapiens), P24666; 360,000 compounds, 0.22% hits; recombinant LMPTP-A, OMFP fluorogenic substrate; inhibition, % at 20 µM;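 active means compounds that cut the enzyme signal by at least half of the control window in the single-dose screen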;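 further: plate controls were DMSO wells with enzyme plus substrate for no effect and substrate without enzyme for full effect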
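Test system: LMPTP-A phosphatase enzyme. Amount: LMPTP-A at 0.625 nM final in the reaction. Reagent: OMFP substrate, 400 µM final. Times: 50 min at room temperature. Signal: endpoint fluorescence intensity from OMFP dephosphorylation. Read-out basis: % inhibition. Benchmarks: no-enzyme and uninhibited controls.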
Scp1 inh: Scp-1 phosphatase inhibitors, primary screen, biochemical, colorimetric, uHTS. Carboxy-terminal domain RNA polymerase II polypeptide A small phosphatase 1 (Homo …. Recombinant Scp1, phosphopeptide, malachite green phosphate absorbance. inhibition, % at 20 µM. 340,000 compounds, 0.88% hits. AID 493091, 2011;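 active means inhibition above about 50% at 20 µM, limit read from the data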;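 further: plate controls were DMSO wells with enzyme for no effect and wells lacking enzyme for full effect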
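Incubation: 45 min enzyme reaction at room temperature / System: truncated SCP-1 phosphatase (76-261aa) / Reagent: Phospho 17-mer peptide substrate / Buffer or medium: Acidic Tris acetate buffer with magnesium and detergent / Signal: absorbance at 630 nm / Doses: one concentration, 20 µM, with 1.0% DMSO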
CSN inh: inhibitors of CSN-mediated cullin deneddylation, primary screen, biochemical, fluorescence polarization, uHTS; Purified CSN, SCF-Nedd8-OG deneddylation; inhibition, % at 12.5 µM; 360,000 compounds, 0.38% hits; AID 651999, 2013;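 active means pattern-corrected inhibition above about 35%, with an unprinted fluorescence ratio check between 0.5 and 1.5, limit read from the data, passing the limit was not always enough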;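 further: 0% = enzyme with substrate and 100% = substrate without enzyme; some results filed as inactive read as strong as hits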
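Material: human Csn5 produced in HEK293T cells; Input: enzyme 0.24 nM; Reagent: SCFSkp2-Nedd8OG substrate at 10 nM final; Dosing: 12.5 µM compound; Incubation: 90 min reaction at room temperature; Detection: fluorescence polarization of the substrate; Evaluation: % inhibition of substrate cleavage by Csn5; Control set: substrate-only high control, full reaction low control.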
Numbers without * were called inactive; i = inactive; x = not tested or not shown.

structure	Rpn11 inh	CSN inh	DNMT1 block	TbMetRS inhib	STEP block	Scp1 inh	LMPTP block	MsrA inhibitor	SUMO1-SIM PPI	NadD inh
CCCCN1C(=O)C(CC(=O)NCc2cccc3ccccc23)CC(C(=O)N(CC)CC)=C1C (centres undefined)	i	-2	6	-0.6	-1	x	0.5	-0.4	-5	14
c1ccc(-c2nc3ccccc3nc2-c2ccccn2)nc1	i	6	1	0.0	3	5	-0.2	2.5	-15	-6
COc1ccccc1NC(=O)CSc1nc2ccccc2c(=O)n1CC1CCCO1 (centres undefined)	i	6	-1	-0.7	0	-2	0.8	-0.5	6	-8
CCN1CCCC1CNC(=O)c1ccc2c(=O)n(CCOC)c(=O)[nH]c2c1 (centres undefined)	i	0	1	1.9	3	2	0.9	1.2	-1	0
O=C(NC1CCCC1)c1cc(S(=O)(=O)N2CCOCC2)c(Cl)cc1Cl	i	3	1	-0.5	1	14	1.6	-0.7	-2	0
COc1cc(CN2CCN(C(=O)CC(C)C)CC2)c([N+](=O)[O-])cc1OC	i	2	-8	-1.2	-4	0	-0.9	1.2	-3	0
Cc1ccc(S(=O)(=O)N(C)c2c(C)ccc(S(=O)(=O)NC(C)(C)C)c2C)cc1	i	-11	-1	-0.8	2	-7	-1.9	-1.0	-1	-1
Nc1c(C(=O)NCc2ccco2)nnn1CC(=O)Nc1ccc2c(c1)OCO2	i	6	-5	-0.4	2	3	0.0	0.6	4	-5
O=C(NC1CCCC1)C(c1ccccn1)N(C(=O)c1csnn1)C1CCCC1 (centres undefined)	i	0	2	-1.2	-1	5	-1.7	-1.2	2	-7
O=C(COC(=O)[C@@H]1CC(O)CN1S(=O)(=O)c1ccc2c(c1)OCCO2)NCc1ccc(F)cc1 (some centres undefined)	i	3	-5	0.4	-2	-5	1.6	0.9	-1	-5
O=C(NCCN1CCN(c2ccccc2)CC1)C1CCCN(S(=O)(=O)c2cnc[nH]2)C1 (centres undefined)	i	-2	1	-0.6	0	-6	-1.5	x	2	-5
FC(F)(F)c1cc(-c2cccs2)nc(NCc2ccco2)n1	i	-1	-6	-0.4	0	2	0.8	0.0	-3	-1
CCN1C(=O)N[C@@H](c2cccc(F)c2)C(C(C)=O)=C1C	i	0	4	-0.4	0	3	-1.9	-1.0	1	1
CCOC(=O)N1CCN(C(=O)CN(Cc2ccccc2)S(=O)(=O)c2ccc(OC)c(C)c2)CC1	i	-3	-6	-1.7	-3	1	0.3	-0.5	1	-3
Cc1cc(C)n2nc(SCC#N)nc2n1	i	-5	0	-0.4	0	0	-1.8	-0.4	2	2
COc1cccc(CNC(=O)c2ccc(S(=O)(=O)N3CCCC3)cc2)c1	i	-2	2	-0.5	1	-2	-1.1	0.0	4	-6
COc1cc(-n2c(C)nc3ncn(-c4ccccc4)c3c2=O)cc(OC)c1OC	i	3	1	-0.1	-1	x	-0.7	-0.3	-1	-7
COc1ccc(CCNC(=O)Cn2c(=O)n(-c3cc(F)ccc3F)c(=O)c3sccc32)cc1OC	i	3	-1	-0.4	-2	-6	0.0	0.3	1	-2
CCN(CC(=O)Nc1c(F)cccc1F)C(=O)CN(C)S(=O)(=O)c1ccc(F)cc1	i	-6	4	-0.3	0	-1	-0.8	-0.8	4	2
CCCn1nnc(NC(=O)c2ccc(OC)cc2)n1	i	5	-2	-0.2	0	-6	-2.3	-0.1	1	1
CCCCCCC(=O)NC(Nc1ccc(S(N)(=O)=O)cc1)C(Cl)(Cl)Cl (centres undefined)	i	-4	-3	0.3	3	-15	-0.4	0.3	8	-1
CC1CC2(CC(C)(C(=O)CSc3n[nH]c(-c4ccccc4Cl)n3)OC2=O)C(=O)O1 (centres undefined)	i	4	0	0.1	1	-3	-2.0	0.1	9	-1
Cc1ccccc1N(CC(=O)N1CCN(c2ccccc2)CC1)S(C)(=O)=O	i	-2	-1	-0.5	7	1	-1.4	0.1	0	-4
O=C1CCC([N+](=O)[O-])C(c2ccccc2F)N1 (centres undefined)	i	-4	1	-0.1	-1	-3	-1.5	-0.8	3	-3
O=C1CCN(CCCc2ccccc2)CCN1[C@H](CO)Cc1ccccc1	i	-2	3	0.3	-1	8	-0.7	0.5	2	0
Cc1ncc(CO)c2cc(C(=O)Nc3cccc(F)c3)c(=Nc3cccc(C(N)=O)c3)oc12	i	0	-3	-1.2	2	-4	-1.4	-1.5	-7	-12
Cc1nn(S(=O)(=O)N2CCOCC2)c(C)c1Br	i	-12	2	-0.3	1	-4	-0.5	2.2	2	5
CC1CCC(C(=O)NC(C(=O)NCCN2CCC(C)CC2)C(C)C)CC1 (centres undefined)	i	3	1	-0.7	3	-4	-1.1	-0.2	-6	0
COc1cccc(NC(=O)CSc2nnc(-c3cccnc3)o2)c1	i	0	1	-0.5	1	3	-0.9	-0.4	5	-4
CC(C)(C)NS(=O)(=O)c1ccc(NC(=O)C2CCCO2)cc1 (centres undefined)	i	4	-2	-0.4	-2	-2	-1.3	-0.3	2	-5

An excerpt from above, limited to MsrA inhibitor, TbMetRS inhib and Scp1 inh.
| smiles | MsrA inhibitor | TbMetRS inhib | Scp1 inh |
| --- | --- | --- | --- |
| c1ccc(-c2nc3ccccc3nc2-c2ccccn2)nc1 | 2.5 | 0.0 | 5 |
| COc1ccccc1NC(=O)CSc1nc2ccccc2c(=O)n1CC1CCCO1 (centres undefined) | -0.5 | -0.7 | -2 |

Next part
structure	Rpn11 inh	CSN inh	DNMT1 block	TbMetRS inhib	STEP block	Scp1 inh	LMPTP block	MsrA inhibitor	SUMO1-SIM PPI	NadD inh
O=C(C1CCCO1)N1CCc2ccccc21 (centres undefined)	i	-1	-14	-0.9	-1	-3	0.6	0.3	2	0
COc1cc(S(=O)(=O)Nc2c(C)nn(C)c2C)ccc1NC(C)=O	i	3	1	-0.3	1	-4	0.2	0.9	5	-1
COc1ccc(O)c(/C=C2/SC(=S)N(Cc3ccccc3)C2=O)c1	x	86	-11	-0.4	2	-22	1.2	-0.1	-17	-4
COc1cc(CN2CCN(CC3CC3)CC2CCO)cc(OC)c1 (centres undefined)	i	2	-1	-0.2	-1	-7	1.9	0.6	1	-9
CN(C)c1ccc(NC(=O)Nc2nc(C(N)C3CCCCC3)cs2)cc1 (centres undefined)	i	-2	-20	-0.2	2	x	-1.4	-0.8	-1	9
COc1ccc(CC(=O)Nc2nc(-c3ccncc3)cs2)cc1	i	9	-2	-0.6	2	3	-0.7	0.5	0	0
C=CCOc1ccc(/C=C2\SC(N)=NC2=O)cc1OC	i	4	-3	0.3	1	-13	1.4	4.5	-27	-2
COc1ccc(C(=O)N/N=C(\C)CC(=O)Nc2ccc3c(c2)OCO3)cc1	i	0	-2	-0.3	-2	-5	-1.2	-1.4	0	1
Cc1ccsc1C(=O)N1CCCC(C)(C(=O)O)C1 (centres undefined)	i	-3	-1	-0.3	-1	x	-0.6	-0.2	1	2
CC(=O)Nc1ccc(NC(=O)COC(=O)c2c(C)nn(-c3ccccc3)c2C)cc1	i	-10	-6	-0.6	-2	0	1.0	-0.3	2	3
O=C(O)c1cccc(N2C(=O)c3ccc(Oc4ccc(Cl)cc4)cc3C2=O)c1	i	-3	1	0.0	2	6	0.2	-1.3	-19	9
COc1cc(OC)c(NC(=O)CCNS(=O)(=O)c2ccc3c(c2)oc(=O)n3C)cc1Cl	i	-3	4	0.2	-1	3	3.0	-0.4	4	-3
Cc1ccc(NC(=O)CCC(=O)c2ccc(Br)cc2)cc1	i	-6	-2	0.0	-1	-32	-1.0	0.2	-3	-11
Cc1ccccc1N1C(=O)c2ccccc2C1Nc1cccnc1 (centres undefined)	i	3	0	-0.5	-4	-14	0.2	-0.1	-4	-2
O=S(=O)(NCc1csc(-c2cccnc2)n1)c1ccc(F)cc1	i	-4	2	-0.8	1	1	0.0	1.3	0	-7
COc1ccc(/C(C#N)=C/c2c(-c3ccc(Cl)cc3)nc3c(C)cccn23)cc1	i	4	-2	-1.1	4	15	6.0	-0.4	-7	26
CC(C)Cn1nc(NC(=O)C2CCCO2)c2cc3ccccc3nc21 (centres undefined)	i	-2	1	-1.1	-5	-10	-2.4	1.1	-11	3
Cc1cc(/C=C2/NC(=O)NC2=O)c(C)n1-c1cccnc1	i	-7	2	0.3	2	-2	-2.7	1.6	-19	3
CNc1nc(Nc2ccc(C(=O)OC)cc2)c2sccc2n1	i	6	1	0.0	1	x	40	x	9	-5
CCOC(=O)c1csc(-c2sccc2Br)n1	i	-1	2	0.3	0	-11	-0.2	1.6	-21	-2
COc1ccc(C(=O)NCC(=O)N/N=C/c2cccc(OC(=O)c3ccco3)c2)cc1OC	i	13	3	-0.2	1	-3	-0.6	0.8	1	-6
Cc1ccccc1OC(C)C(=O)Nc1cccnc1 (centres undefined)	i	-2	-2	-0.5	-3	1	-1.6	1.1	-2	-2
CO/N=C/c1cn(-c2ccc(Cl)cc2)nn1	i	-13	4	-1.4	-2	-6	2.3	0.4	3	-4
CNC(=O)c1[nH]cnc1C(=O)NCC(=O)OCc1ccccc1	i	-3	5	-0.5	-2	-6	-1.2	-0.6	1	2
CC(C)OC(=O)CC12CN(C)CC(CC(=O)OC(C)C)(CN(C)C1)C2=O	i	-1	0	-0.5	5	1	0.2	-0.4	0	2
